Screens: PubChem BioAssay, Sanford-Burnham Center for Chemical Genomics
APOBEC3A inh – blocks human APOBEC3A ssDNA deamination; P31941; recombinant A3A, FAM/TAMRA ssDNA deamination fluorescence; inhibition, % at 20 µM; hit rate 0.41% among 330,000; AID 493011;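 active means at least 40% inhibition at 20 µM here, with at most 30% in a related deaminase screen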;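 further: plate controls were A3A with DMSO for no effect and wells lacking A3A enzyme for full effect; some results filed as inactive read as strong as hits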
tim10-1 inh – inhibits growth of tim10-1 mutant yeast; hit rate 2.2% among 330,000; S. cerevisiae tim10-1 ts strain growth, BacTiter-Glo, 24 h; inhibition, % at 20 µM;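 active means inhibition of at least 40%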;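 further: mutant grown at 25 °C; 0% = DMSO wells with yeast and 100% = wells holding no yeast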
TIM10 inh – TIM10 yeast growth inhibition; S. cerevisiae TIM10 strain growth, BacTiter-Glo luminescence, 24 h; inhibition, % at 10 µM; hit rate 1.4% among 330,000; AID 463195;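 active means inhibition of 40% or more at the single tested concentration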;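 further: wild-type TIM10 isogenic control strain grown at permissive 25 °C; 0% = DMSO yeast wells and 100% = minimal medium wells without yeast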
MIN6 prolif – MIN6 beta-cell proliferation induction; MIN6 cells proliferation, ATPlite luminescence, 48 h; cells starved in 0.2% serum; 100% = growth in 10% serum; proliferation, % at 10 µM; hit rate 0.29% among 330,000;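 active means compounds whose signal lies at least 3.5 SD above the mean of all wells on their plate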;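 further: 0% = DMSO-treated cells in low-serum medium and 100% = 10% serum control; some compounds called inactive have numbers as strong as hits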
mIAP act – mouse IAP activation. muIAP, CDP-Star luminescence, 30 min; hits give high values; 1 = vehicle-only enzyme signal, 0 = enzyme-free wells. activation factor at 10 µM. hit rate 0.24% among 330,000. AID 2805;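 active means activation factor of at least 2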; further: the source names both 10 and 20 µM as test concentration; values of inactives mirror those of a sister screen read the other way
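System: Mouse IAP enzyme | Also added: CDP-Star substrate | Dosing: Compounds dispensed in DMSO | Schedule: 30 min enzyme-substrate-compound incubation at room temperature | Technique: Chemiluminescence readout | Control set: DMSO-only wells and no-enzyme negative control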
NALP3 yeast inh – NALP3 inhibition in yeast | AID 2825 | hit rate 0.39% among 330,000 | Yeast reconstituted NLRP3/ASC/caspase-1, beta-gal luminescence, 24 h | inhibition, % at 10 µM;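 active means inhibition of 50% or more; inactive means inhibition below 50%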;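 further: plate controls were induced DMSO wells for no effect and uninduced yeast grown without galactose for full effect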
A3G deaminase – APOBEC3G (human) deaminase inhibition | hit rate 0.28% among 330,000 | recombinant A3G, ssDNA deamination FAM/TAMRA fluorescence | Q9HC16 | AID 493012 | inhibition, % at 20 µM;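 active means inhibition of at least 40% at 20 µM, with no more than 30% in the related APOBEC3A deaminase screen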;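 further: plate controls were DMSO wells with A3G for no effect and wells lacking A3G enzyme for full effect; some compounds called inactive have numbers as strong as hits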
Target sequence (Q9HC16 whole entry, looked up): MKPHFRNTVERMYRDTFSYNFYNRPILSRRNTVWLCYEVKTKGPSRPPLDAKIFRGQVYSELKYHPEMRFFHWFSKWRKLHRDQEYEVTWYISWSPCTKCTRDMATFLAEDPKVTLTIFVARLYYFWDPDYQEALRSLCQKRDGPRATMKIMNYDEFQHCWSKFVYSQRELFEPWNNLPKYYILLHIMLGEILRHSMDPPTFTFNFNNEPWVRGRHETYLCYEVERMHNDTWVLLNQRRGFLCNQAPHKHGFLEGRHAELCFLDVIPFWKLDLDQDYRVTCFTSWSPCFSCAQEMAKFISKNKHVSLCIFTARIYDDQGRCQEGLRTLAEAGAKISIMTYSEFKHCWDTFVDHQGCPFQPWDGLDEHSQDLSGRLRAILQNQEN
hIAP inh – blocks human intestinal alkaline phosphatase | P09923 | purified IAP, CDP-Star luminescence, 30 min | inhibition, % at 10 µM | hit rate 0.12% among 330,000 | AID 2544;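 active means inhibition reaching a set limit with compound at 10 µM in the primary screen, cut at about 35% in these data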;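 further: plate controls were DMSO wells with enzyme for no effect and no-enzyme buffer wells for full effect; values of inactives mirror those of a sister screen read the other way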
Target sequence (P09923 whole entry, looked up): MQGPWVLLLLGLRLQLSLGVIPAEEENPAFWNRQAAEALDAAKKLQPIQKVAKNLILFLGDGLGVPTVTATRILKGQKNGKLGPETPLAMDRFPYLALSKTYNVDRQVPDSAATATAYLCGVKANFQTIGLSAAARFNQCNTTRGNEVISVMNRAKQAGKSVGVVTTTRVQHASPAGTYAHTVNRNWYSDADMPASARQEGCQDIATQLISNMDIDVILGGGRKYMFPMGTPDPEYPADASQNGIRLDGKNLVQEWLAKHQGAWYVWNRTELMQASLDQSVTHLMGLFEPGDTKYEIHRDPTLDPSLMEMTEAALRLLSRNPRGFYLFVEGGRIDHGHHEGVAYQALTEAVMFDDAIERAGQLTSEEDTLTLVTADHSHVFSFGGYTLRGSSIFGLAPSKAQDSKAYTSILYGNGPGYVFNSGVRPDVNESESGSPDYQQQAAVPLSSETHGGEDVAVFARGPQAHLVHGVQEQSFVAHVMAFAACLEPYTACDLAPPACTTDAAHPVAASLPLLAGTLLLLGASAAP
mIAP block – blocks mouse intestinal alkaline phosphatase. inhibition, % at 10 µM. hit rate 0.2% among 330,000. purified mouse IAP, CDP-Star luminescence, 30 min;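 active means inhibition of at least 40% at 10 µM in the primary screen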;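 further: plate controls were DMSO with enzyme for no effect and no enzyme wells for full effect; values of inactives mirror those of a sister screen read the other way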
An asterisk follows results filed as active.

N#CN=C(c1ccccc1)c1ccccc1 was read as APOBEC3A inh 0, tim10-1 inh 10, TIM10 inh 5, MIN6 prolif 2, mIAP act 0.99, NALP3 yeast inh -4, A3G deaminase -3, hIAP inh -2 and mIAP block 1.
COc1ccc2c(c1)CCCC21NC(=O)NC1=O (stereo not drawn) was read as APOBEC3A inh -4, tim10-1 inh 14, TIM10 inh 8, MIN6 prolif -1, mIAP act 1, NALP3 yeast inh -5, A3G deaminase -11, hIAP inh -17 and mIAP block -2.
CC(C)NC(=O)c1sc2nc(-c3cccs3)cc(-c3cccs3)c2c1N was read as APOBEC3A inh -5, tim10-1 inh 32, TIM10 inh 32, MIN6 prolif -5, mIAP act 0.85, NALP3 yeast inh 15, A3G deaminase -4, hIAP inh -1 and mIAP block 15.
Screening CCCc1c(C)c2ccccc2[nH]c1=O returned APOBEC3A inh -1, tim10-1 inh 9, TIM10 inh 10, MIN6 prolif 1, mIAP act 0.92, NALP3 yeast inh 43, A3G deaminase -6, hIAP inh 4 and mIAP block 8.
CCC(C)NC(=O)CNC(=O)c1nn(-c2ccc(OC)c(Cl)c2)c(=O)c2ccccc12 (stereo not drawn) was read as APOBEC3A inh -4, tim10-1 inh 9, TIM10 inh 21, MIN6 prolif -1, mIAP act 0.92, NALP3 yeast inh 19, A3G deaminase -4, hIAP inh 4 and mIAP block 8.
For Nn1c(C2CCC2)nc2cc(Cl)ccc2c1=O the results were APOBEC3A inh -9, tim10-1 inh 1, TIM10 inh 1, MIN6 prolif 0, mIAP act 1, NALP3 yeast inh 18, A3G deaminase -6, hIAP inh -18 and mIAP block -2.
Screening Cc1c(-c2ccccc2)nc(-c2ccccc2)[nH]c1=O returned APOBEC3A inh 1, tim10-1 inh 10, TIM10 inh 16, MIN6 prolif 0, mIAP act 1, NALP3 yeast inh 7, A3G deaminase -3, hIAP inh 14 and mIAP block -3.
Screening Cc1cc(C(=O)OCC(=O)N2c3ccccc3CC2C)c(C)o1 (stereo not drawn) returned APOBEC3A inh 4, tim10-1 inh 20, TIM10 inh 7, MIN6 prolif 4, mIAP act 1.1, NALP3 yeast inh 11, A3G deaminase 6, hIAP inh -28 and mIAP block -6.
For COCN(C#N)c1nc(N(C)C)nc(N(C)C)n1 the results were APOBEC3A inh 3, tim10-1 inh 14, TIM10 inh 21, MIN6 prolif -2, mIAP act 1, NALP3 yeast inh 18, A3G deaminase -5, hIAP inh -2 and mIAP block -2.
CC(C)(C)C(=O)COC(=O)c1ccc2c(c1)C(=O)N(Cc1ccco1)C2=O was read as APOBEC3A inh -1, tim10-1 inh 8, TIM10 inh 22, MIN6 prolif 0, mIAP act 1, NALP3 yeast inh 22, A3G deaminase -4, hIAP inh 8 and mIAP block 0.
For CCOc1cccc2cc(-c3csc(NC(=O)CCC(=O)NCCCN4CCC(C)CC4)n3)c(=O)oc12 the results were APOBEC3A inh 2, tim10-1 inh 11, TIM10 inh 0, MIN6 prolif -7, mIAP act 1, NALP3 yeast inh 5, A3G deaminase 0, hIAP inh -7 and mIAP block -4.
Screening COC(=O)CNc1nc(Cl)nc(Nc2ccc(C)cc2)n1 returned APOBEC3A inh 2, tim10-1 inh -1, TIM10 inh 5, MIN6 prolif -2, mIAP act 0.96, NALP3 yeast inh -6, A3G deaminase -3, hIAP inh -14 and mIAP block 4.
Screening CN(C)CCCNC(=O)C[C@H]1C[C@H](C(=O)N2CCCCC2)[C@@]2(C)c3[nH]c4ccc(Cl)cc4c3CCN2C1=O returned APOBEC3A inh -2, tim10-1 inh 15, TIM10 inh -11, mIAP act 1.1, A3G deaminase 0 and mIAP block -5.
`COC(=O)C1=C(CS(=O)(=O)c2ccc(Cl)cc2)NC(=O)NC1c1ccc(O)cc1` (stereo not drawn) gave APOBEC3A inh -1, tim10-1 inh -14, TIM10 inh 1, MIN6 prolif 2, mIAP act 1.1, NALP3 yeast inh -9, A3G deaminase -7, hIAP inh 8 and mIAP block -6.
For Cc1cccc(OCCOC(=O)CN2C(=O)NC3(CCCC3)C2=O)c1 the results were APOBEC3A inh -4, tim10-1 inh 19, TIM10 inh 0, MIN6 prolif -3, mIAP act 1.1, NALP3 yeast inh 8, A3G deaminase -5, hIAP inh -5 and mIAP block -6.
For CC(CCc1ccccc1)NC(=O)/C=C/c1ccc(F)cc1 (stereo not drawn) the results were APOBEC3A inh -1, tim10-1 inh 15, TIM10 inh -10, MIN6 prolif -2, mIAP act 1, NALP3 yeast inh 32, A3G deaminase -5, hIAP inh -4 and mIAP block -3.
`COc1ccc(-n2cc(CN(C)C3CCOCC3)c(-c3cccc(F)c3)n2)cc1` gave APOBEC3A inh 1, tim10-1 inh 20, TIM10 inh -1, MIN6 prolif -5, mIAP act 0.95, NALP3 yeast inh 17, A3G deaminase 18, hIAP inh 3 and mIAP block 5.
`CCOC(=O)c1[nH]cnc1C(=O)Nc1ccccc1C` gave APOBEC3A inh -1, tim10-1 inh 12, TIM10 inh 3, MIN6 prolif -2, mIAP act 1, NALP3 yeast inh -16, A3G deaminase -5, hIAP inh -41 and mIAP block -4.
COc1cccc(CN2CCN(S(=O)(=O)c3ccccc3)CC2)c1OC was read as APOBEC3A inh 2, tim10-1 inh 16, TIM10 inh 16, MIN6 prolif -2, mIAP act 0.99, NALP3 yeast inh 9, A3G deaminase 1, hIAP inh -7 and mIAP block 1.
Screening COc1cc(NC(=O)C2CC(=O)N(CCc3ccc(F)cc3)C2)cc(OC)c1OC (stereo not drawn) returned APOBEC3A inh -3, tim10-1 inh -15, TIM10 inh 0, MIN6 prolif -2, mIAP act 1, NALP3 yeast inh -2, A3G deaminase -14, hIAP inh 2 and mIAP block -2.
Screening Cc1cc(C(=O)COC(=O)C2=NNC(=O)CC2)c(C)n1-c1ccc(OC(F)F)cc1 returned APOBEC3A inh -2, tim10-1 inh 16, TIM10 inh 13, MIN6 prolif 2, mIAP act 0.95, NALP3 yeast inh 23, A3G deaminase -4, hIAP inh -1 and mIAP block 4.
For O=C(c1cc2cc(Cl)ccc2oc1=O)N1CCCC1 the results were APOBEC3A inh -2, tim10-1 inh 1, TIM10 inh 5, MIN6 prolif -2, mIAP act 1, NALP3 yeast inh 14, A3G deaminase -3, hIAP inh -6 and mIAP block -5.
`FC(F)(F)c1ccc(C2[C@H]3CN(Cc4ccc(-c5ccccc5)cc4)[C@H](c4ccccc4)C34CC2(c2cccnc2)C4)cc1` (stereo partly drawn) gave APOBEC3A inh 1, tim10-1 inh 11, TIM10 inh 11, MIN6 prolif -7, mIAP act 1, NALP3 yeast inh 30, A3G deaminase 0, hIAP inh -4 and mIAP block -2.
`O=C(Cc1ccsc1)Nc1ccc(Cl)cc1Cl` gave APOBEC3A inh 1, tim10-1 inh 12, TIM10 inh 0, MIN6 prolif -1, mIAP act 0.99, NALP3 yeast inh 16, A3G deaminase -3, hIAP inh 15 and mIAP block 1.
For NC(=O)c1c(NC(=O)CSc2nnc(Cc3ccccc3)n2Cc2ccco2)sc2c1CCC2 the results were APOBEC3A inh 3, tim10-1 inh 19, TIM10 inh 12, MIN6 prolif -2, mIAP act 0.83, NALP3 yeast inh -2, A3G deaminase -4, hIAP inh 4 and mIAP block 17.
CCn1nc(C)c([N+](=O)[O-])c1C(=O)NNC(=O)c1ccc(Cl)cc1 was read as APOBEC3A inh -4, tim10-1 inh 13, TIM10 inh 14, MIN6 prolif -2, mIAP act 0.97, NALP3 yeast inh 7, A3G deaminase -4, hIAP inh 8 and mIAP block 3.
For COc1cc2[nH]c(=O)n(CCCC(=O)N3CC=C(c4ccccc4)CC3)c(=O)c2cc1OC the results were APOBEC3A inh 1, tim10-1 inh 10, TIM10 inh 4, MIN6 prolif -3, mIAP act 0.86, NALP3 yeast inh 13, A3G deaminase -6, hIAP inh -6 and mIAP block 14.
`CCn1c(SCC(=O)Nc2ccc3c(c2)n(C)c(=O)n3C)nnc1-c1ccncc1` gave APOBEC3A inh 3, tim10-1 inh -4, TIM10 inh 2, MIN6 prolif -2, mIAP act 0.97, NALP3 yeast inh 10, A3G deaminase -3, hIAP inh 4 and mIAP block 3.
For Oc1ccc(C[C@@H]2CNCCN2CC2(c3ccccc3)CC2)cc1 the results were APOBEC3A inh -3, tim10-1 inh -8, TIM10 inh -1, MIN6 prolif -5, mIAP act 0.94, NALP3 yeast inh 6, A3G deaminase -3, hIAP inh -14 and mIAP block 6.
COC(=O)/C(=C\c1c[nH]c2ccccc12)NC(C)=O was read as APOBEC3A inh -3, tim10-1 inh -5, TIM10 inh -5, MIN6 prolif 0, mIAP act 1.1, NALP3 yeast inh 7, A3G deaminase -4, hIAP inh -15 and mIAP block -10.
`CC(=O)NC(CCS(C)(=O)=O)C(=O)Nc1c(F)cccc1F` (stereo not drawn) gave APOBEC3A inh 4, tim10-1 inh 3, TIM10 inh 0, MIN6 prolif 2, mIAP act 1.1, NALP3 yeast inh 3, A3G deaminase 1, hIAP inh -2 and mIAP block -8.
For CCCc1cc(NCCCO)n2c(nc3ccccc32)c1C#N the results were APOBEC3A inh -1, tim10-1 inh -1, TIM10 inh 4, MIN6 prolif 2, mIAP act 1.2, NALP3 yeast inh 6, A3G deaminase -4, hIAP inh 26 and mIAP block -16.
COc1ccc2cc3cc(C(=O)NCc4ccc5c(c4)OCO5)oc3nc2c1 was read as APOBEC3A inh 3, tim10-1 inh 10, TIM10 inh 33, MIN6 prolif -2, mIAP act 0.89, NALP3 yeast inh 20, A3G deaminase -3, hIAP inh 8 and mIAP block 11.
For O=C1NCCN1CCNS(=O)(=O)c1ccccc1[N+](=O)[O-] the results were APOBEC3A inh 1, tim10-1 inh 9, TIM10 inh -2, MIN6 prolif 0, mIAP act 0.93, NALP3 yeast inh 11, A3G deaminase -3, hIAP inh 10 and mIAP block 7.
O=C(Nc1ccccc1Cl)ON=C1c2ccccc2-c2ccccc21 was read as APOBEC3A inh -2, tim10-1 inh 30, TIM10 inh 28, MIN6 prolif 0, mIAP act 0.93, NALP3 yeast inh 12, A3G deaminase -9, hIAP inh 24 and mIAP block 7.
CC(=O)c1ccc(S(=O)(=O)N2CCC(NC(=O)Nc3cccc(F)c3)CC2)cc1 was read as APOBEC3A inh -1, tim10-1 inh 10, TIM10 inh 16, MIN6 prolif -1, mIAP act 1.2, NALP3 yeast inh 6, A3G deaminase -10, hIAP inh -21 and mIAP block -21.
`CC(=O)N1CCC(C(=O)Nc2cc(C)cc(C)c2)CC1` gave APOBEC3A inh -2, tim10-1 inh 5, TIM10 inh 4, MIN6 prolif 1, mIAP act 1, NALP3 yeast inh 2, A3G deaminase -10, hIAP inh -12 and mIAP block -5.
`COc1ccc(C(C)(C)C)cc1NC(=O)COC(=O)c1nc2nccc(C)n2n1` gave APOBEC3A inh 6, tim10-1 inh -4, TIM10 inh 3, MIN6 prolif -5, mIAP act 0.97, NALP3 yeast inh 19, A3G deaminase -2, hIAP inh 10 and mIAP block 3.
`CC(Sc1nc(NCc2ccccc2)nc(N2CCOCC2)n1)C(=O)Nc1ccccc1` (stereo not drawn) gave APOBEC3A inh 3, tim10-1 inh 9, TIM10 inh -5, MIN6 prolif -1, mIAP act 1.4, NALP3 yeast inh 18, A3G deaminase -10, hIAP inh 6 and mIAP block -44.
